S3 lipid droplet: qHTS Assay for Lipid Storage Modulators in Drosophila S3 Cells | Drosophila S3 cells, BODIPY lipid droplet fluorescence, 18-24 h; cells fed with added oleic acid | hit rate 0.64% among 320,000 | lipid storage change, negative = inhibition, % at the top dose, mostly 46.1 µM; hits show Potency in µM; active = well fitted inhibition curve with a large enough effect in the signal ratio, with a control signal flat, not every such curve was filed as active; inconclusive = small, poorly fitted or top-dose-only effect, or effect the other way, or a change in a side signal; the % refers to the signal ratio
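Drosophila S3 cells loaded with oleic acid (400 uM, as added) and compounds at several concentrations; lipid droplets imaged by 488-nm laser-scanning cytometry, 500–530 nm intensity and object ratio to cell channel. Percent activity normalized to 20 uM Triacsin C.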
S3 lipid droplet cell count max: recorded beside S3 lipid droplet, whose call it bears; cell number change, %; measured here: cell count max response;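 cells counted by Cell Tracker Red CMTPX staining in the red channel; peak over a dose series mostly up to 46.1 µM; percent activity relative to internal control wells on each plate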
The depositor's hits bear a star; i = inactive; ? = inconclusive; . = not tested or not shown; [ ] = another dose, or the depositor's remark. % is set by controls: 0 for no effect and ±100 for the full control effect; potency is the fitted concentration of half-maximal effect.

molecule	S3 lipid droplet	S3 lipid droplet cell count max
COc1cccc(C2=NOC(C(=O)N3CCOCC3)C2)c1 (stereo not drawn)	?	.
O=C(CN1CCN(CC(=O)Nc2ccccc2Cl)CC1)NCC1(N2CCCCC2)CCCCC1	?	.
Cc1oc2c(c(=O)c1C)C(=O)CC(c1ccccc1)C2 (stereo not drawn)	?	.
Cc1nc(C)c(C(=O)Nc2cccc(C)c2C)s1	?	.
CCOC(=O)[C@@H]1[C@H]2COc3cc(OC)ccc3[C@H]2N2C(=O)N(c3cccc(Cl)c3)C(=O)[C@@]12C	?	.
COc1ccc(S(=O)(=O)n2cccc2)cc1OC	i	0.5
CCOC(=O)c1ccc2c(c1)nc(C1CCN(S(=O)(=O)c3cccs3)CC1)n2CC	28.3%	-14.2
O=C(CN1CCN(c2ccccc2O)CC1)NC(=O)NCc1ccccc1	?	.
O=C(c1cccc(S(=O)(=O)N2CCOCC2)c1)N1CCCCCC1	9.9%	6.5
O=C(CSc1ncccn1)Nc1ccc2c(c1)CCC2	?	.
CC(C)(C)c1ccc(OCC(=O)NNC(=O)Nc2ccccc2)cc1	?	.
COc1ccc(S(=O)(=O)Oc2cccc(C(=S)N3CCOCC3)c2)cc1	i	-15.5
CC(C)c1nc(SCC(=O)N2CCc3ccccc32)n[nH]1	3.6%	18.4
Cn1nnnc1SCC(=O)N1CCN(c2ccc(Cl)cc2)CC1	?	.
Cc1nn(C)c(C)c1CN(C)S(=O)(=O)c1ccc(F)cc1	-0.5%	-17.0
O=C(CCn1nc(-c2ccc(F)cc2)ccc1=O)NCc1ccccc1	1.5%	-6.2
Cc1cc(SCC(=O)N/N=C/c2ccc(O)c(O)c2)c(C)cc1Br	-6.9%	8.4
CCOC(=O)/C(C#N)=C/c1ccc(OCC(=O)Nc2ccc(OC)cc2)c(OC)c1	i	.
Cc1ccc(C)n1-c1ccc2c(c1)COC2=O	2.2%	0.4
CC(NC(=O)C1(C)CC1(Br)Br)C(C)(C)C (stereo not drawn)	0.5%	-0.7
CC(Sc1nnc(C2CC2)n1C1CC1)C(=O)N(C)C1(C#N)CCCCC1 (stereo not drawn)	1.1%	-3.2
OCCC1CN(Cc2ccc3nsnc3c2)CCN1C1CCCCC1 (stereo not drawn)	-10.3%	0.0
O=C(CSc1nccc(=O)[nH]1)Nc1ccc(S(=O)(=O)N2CCOCC2)cc1	-1.5%	10.9
Cc1ccc2nc(NC(=O)c3ccc(S(=O)(=O)N4CCCc5ccccc54)cc3)sc2c1	?	.
Cc1ccnc(SCc2cc(=O)c(OC(=O)c3cc([N+](=O)[O-])ccc3Cl)co2)n1	?	.
Cc1cc(C)cc(N2C(=O)CC(Sc3ccccc3C(=O)O)C2=O)c1 (stereo not drawn)	9.7%	7.9
CCOC(=O)c1ccc(S(=O)(=O)NCC(C)(C)N2CCOCC2)cc1	?	.
Cc1ccc(CN2CCN(C/C=C/c3ccc(F)cc3)CC2CCO)o1 (stereo not drawn)	18.0%	-0.5
CNC(=O)CSc1cnc2ccccc2n1	?	.
CCCCN1C(=O)/C(=C(/C#N)C(N)=O)c2ccccc21	?	.
O=C(c1ccc(N2CCNCC2)cc1)c1cccnc1	8.7%	5.9
CC(=O)Nc1ccc(NC(=O)/C(Cl)=C/c2ccccc2)cc1	-0.1%	-21.6
Cc1cccc(NC(=O)[C@@H](NC(=O)[C@@H]2Cc3ccccc3CN2)C(C)C)c1	i	-6.0
CCOC(=O)c1nn(C23CC4CC(CC(C4)C2)C3)c2c1C(=O)N(c1ccc(C)cc1)C2=O	?	.
CCOC(=O)c1c(C)n(C)c2ccc(OCC(O)CN3CCC(C)CC3)cc12 (stereo not drawn)	1.8%	6.8
Cc1cccc(OCC(=O)NNC(=O)C2CCCCC2C(=O)O)c1 (stereo not drawn)	19.0%	15.7
CCOC(=O)C1=C(O)C(=O)N(c2ccccc2)C1c1cccc([N+](=O)[O-])c1 (stereo not drawn)	?	.
Cc1ccc(C)c(OCCC(=O)OCC(=O)NC(=O)NCc2ccccc2)c1	?	.
NC(=O)c1ccsc1NC(=O)COC(=O)Cc1cccc2ccccc12	?	.
Cc1ccnc(NS(=O)(=O)c2ccc(Cl)nc2)c1	i	.

4 compounds already listed, arranged by formula weight, ascending.
molecule	S3 lipid droplet	S3 lipid droplet cell count max
O=C(CSc1ncccn1)Nc1ccc2c(c1)CCC2	?	.
O=C(c1cccc(S(=O)(=O)N2CCOCC2)c1)N1CCCCCC1	9.9%	6.5
Cn1nnnc1SCC(=O)N1CCN(c2ccc(Cl)cc2)CC1	?	.
Cc1cccc(NC(=O)[C@@H](NC(=O)[C@@H]2Cc3ccccc3CN2)C(C)C)c1	i	-6.0

(next part)
molecule	S3 lipid droplet	S3 lipid droplet cell count max
Cc1ccc(S(=O)(=O)N2CCN(c3cccc(C)c3)CC2)cc1	?	.
O=C(Nc1ccccc1)N1CCSCC1	-11.5%	1.3
Cc1ccc(C)c(NS(=O)(=O)c2cc(Br)cnc2N)c1	?	.
Fc1cccc(NC(=S)N2CCc3ccccc32)c1	i	-4.0
C[n+]1ccccc1/C=C/c1ccc(F)c(F)c1	?	.
COc1ccccc1NC(=O)C(C)OC(=O)C1CCC(C(C)(C)C)CC1 (stereo not drawn)	?	.
COCCNC(=O)C1CCC(Cn2c(=S)[nH]c3ccccc3c2=O)CC1 (stereo not drawn)	i	3.0
S=c1[nH]nc(-c2cccnc2)o1	-5.3%	2.0
O=C(O)/C=C/C(=O)NCC1CCC(CNC(=O)/C=C/C(=O)O)CC1 (stereo not drawn)	?	.
CC(=O)Nc1ccc(C(=O)COC(=O)c2ccco2)c(F)c1	?	.
CCOc1ccc(NC(=O)CSc2nnc(N)s2)c([N+](=O)[O-])c1	6.3%	23.3
Cc1ccccc1NS(=O)(=O)c1ccc(OCC(=O)NCC2CCCO2)cc1 (stereo not drawn)	21.5%	-8.2
N#Cc1ccc(Oc2ccc(S(=O)(=O)N3CCCCC3)cn2)cc1	?	.
Cc1oc(C(=O)Nc2ccc(C(=O)O)cc2)cc1COc1ccccc1	?	.
Cc1ncc([N+](=O)[O-])n1Cc1ccc(Cl)cc1	10.6%	10.5
CC(C)N1C(=O)N(c2cccc(Cl)c2)C(C)(O)CC1(C)C (stereo not drawn)	?	.
O=C(c1ccc(Cl)c(S(=O)(=O)Nc2ccc(F)cc2)c1)N1CCN(c2ccccn2)CC1	?	.
C/C(=N\N=C1\NC(=O)C(CC(=O)Nc2ccc(C)c(Cl)c2)S1)C(C)C (stereo not drawn)	12.9%	-8.1
Cc1nn(C)c(Cl)c1CN1CCC(CO)(CCOc2ccccc2)CC1	3.4%	13.6
C=CCN(C(=O)CNC(=O)c1ccco1)C(C(=O)NC1CCCC1)c1ccc(OC)cc1 (stereo not drawn)	i	14.8
Cc1ccc(S(=O)(=O)N(Cc2ccccc2)c2ccccc2C(=O)Nc2ccccc2C(=O)NCc2ccco2)cc1	?	.
COc1cc(C(=O)NC(C)c2cccc3ccccc23)cc(OC)c1OC (stereo not drawn)	?	.
Cc1n[nH]c(C)c1S(=O)(=O)N1CCC(C(=O)N2CCn3c2nc2ccccc23)CC1	?	.
O=C(/C(=N\Nc1ccc(Br)cc1)Sc1nnnn1-c1ccccc1)c1ccccc1	i	21.3
COc1cc2c(cc1OC)CN(C(=O)Nc1ccccc1Cl)CC2	11.9%	-24.6
N#Cc1nc(Cc2cccc3ccccc23)oc1N1CCCCC1	?	.
O=C(O)Cc1nc2nc3c(c(=O)n2[nH]1)CCCC3	0.5%	-2.3
Cc1ccc2occ(-c3nn[nH]n3)c(=O)c2c1	6.8%	0.6
O=C(O)c1ccc2c(c1)-c1cc(C(=O)O)ccc1S2(=O)=O	20.6%	-24.5
Cc1nn(C)cc1C(C)NC(=O)c1cc(COc2cccc3cnccc23)on1 (stereo not drawn)	?	.
CCC(C)[C@H](NC(=O)N1CC(=O)Nc2ccccc21)C(=O)N1CCC[C@H]1C(=O)O (stereo partly drawn)	?	.
COC(=O)c1[nH]c2ccc(Cl)cc2c1NC(=O)Oc1ccccc1	10.8%	-1.1
COc1ccc(C(=O)NC2CC(C)(C)Cc3c2cnn3-c2ccccc2)cc1OC (stereo not drawn)	i	-15.6
CC(C)(C)CC(C)(C)NC(=O)c1ccc2snnc2c1	?	.
O=C(O)C1CSCN1S(=O)(=O)c1cccc2nsnc12 (stereo not drawn)	?	.
COc1ccc(N(CC(=O)NC2CCCC2)C(=O)Cn2nnc(-c3ccc(F)cc3)n2)cc1OC	?	.
CCOc1ccc(CCNC(=O)CCCN2C(=O)c3ccccc3C2=O)cc1OCC	-16.8%	-14.4
Cc1ccc(CN2C(=O)C(Cc3ccccc3)Nc3ncnc(N4CCCCC4)c32)cc1 (stereo not drawn)	?	.
Cc1sc2ncnc(N/N=C/c3ccc(O)cc3)c2c1C	?	.
CC(C)(C)C(=O)COC(=O)c1cc2ccccc2cc1O	i	14.9

An excerpt of these results, with each value named.
> Cc1ccc(S(=O)(=O)N(Cc2ccccc2)c2ccccc2C(=O)Nc2ccccc2C(=O)NCc2ccco2)cc1
  S3 lipid droplet = ? | S3 lipid droplet cell count max = .
> COc1cc(C(=O)NC(C)c2cccc3ccccc23)cc(OC)c1OC (stereo not drawn)
  S3 lipid droplet = ? | S3 lipid droplet cell count max = .
> Cc1n[nH]c(C)c1S(=O)(=O)N1CCC(C(=O)N2CCn3c2nc2ccccc23)CC1
  S3 lipid droplet = ? | S3 lipid droplet cell count max = .

New compounds follow:
molecule	S3 lipid droplet	S3 lipid droplet cell count max
O=C1OC(Nc2ccc(Cl)cn2)c2ccccc21 (stereo not drawn)	i	-1.7
CCN(CC)c1ccc(/C=N/NC(=O)C2CC2)cc1	i	-15.7
O=C(COC(=O)C1=Cc2ccccc2OC1)NC1CCCC1	-8.3%	-2.3
COC(=O)c1nn(-c2cccc(Cl)c2)cc(OC)c1=O	-4.0%	0.8
CN(C(=O)c1ccc(OC2CCN(S(=O)(=O)N(C)C)CC2)cc1)C1CCCCC1	-5.6%	2.5
Cc1ccc(Nc2nc(N)nc(CC#N)n2)cc1	?	.
COc1ccc(NCc2nnc(SCC(=O)c3ccc(OC)cc3)n2C)cc1	i	-2.9
COc1ccc(CCC(=O)N2CCN(c3ccc([N+](=O)[O-])cc3)CC2)cc1OC	?	.
O=C(Nc1ccc2c(c1)OCO2)c1cc2nc(C3CC3)cc(C(F)(F)F)n2n1	8.6%	.
O=C(Nc1cc2c3c(c1)CC(=O)N3CCC2)c1ccccc1Br	28.1%[0.0737 µM]	-7.7
Cc1cc(=O)[nH]c(Nc2ccc(C(=O)OC(C)C)cc2)n1	21.5%	-15.4
Cc1ccc(-c2nnn(CC(=O)N(c3ccccc3F)C(CC(C)C)C(=O)NCC3CCCO3)n2)cc1 (stereo not drawn)	-16.7%	13.6
O=C(NCCC(c1ccccc1)c1ccccc1)c1cccs1	?	.
O=C(CC1C(=O)NCCN1Cc1cccc(C(F)(F)F)c1)NCCc1cnccn1 (stereo not drawn)	i	.
Cc1ccc(C)c(NS(=O)(=O)c2ccc(NC(=O)c3ccco3)cc2)c1	?	.
CC(=O)Nc1ccc(NC(=O)c2ccccc2F)cc1	-5.5%	-3.4
C=CCn1c(SCc2ccccc2)nnc1-c1cccnc1	?	.
COc1ccc(-c2c(NC(=O)c3ccco3)oc3ccccc3c2=O)cc1	i	-5.0
O=C(Cc1ccc(S(=O)(=O)N2CCCC2)s1)N1CCN(c2ccc(F)cc2)CC1	?	.
CN1CCN(C(=O)c2cn(C)c3ccc(S(=O)(=O)N(C)C4CCCCC4)cc3c2=O)CC1	4.9%	5.7
CCCN1CCC(=NNC(=O)CSc2cc(C)c(Br)cc2C)CC1	2.5%	4.2
Cc1c(O)cc2n(c1=O)-c1ccccc1C2(C)C	6.7%	8.0
COc1cc(C(c2oc(CO)cc(=O)c2O)c2oc(CO)cc(=O)c2O)cc(OC)c1OC	?	.
NC(=O)c1cc(S(=O)(=O)NC2CCCCC2)co1	5.6%	-3.0
O=C(OCC#CCSc1nnc(-c2cccc3ccccc23)o1)c1cccs1	?	.
CC(C)NC(=O)c1ccc(CN2CCC(Cc3ccccc3)CC2)cc1	-0.8%	10.9
Cc1nnc2c(N3CCN(CCO)CC3)nc3ccccc3n12	?	.
COC(=O)c1cc(OC)c(OC)cc1NC(=O)Cn1nnc(-c2ccccc2Cl)n1	?	.
Cc1nc2ccccc2c(=O)n1NC(=O)c1ccccc1Cl	10.9%	-0.8
CC(CC(F)(F)F)N1CCC(n2nccc2NC(=O)CCOc2ccccc2)CC1 (stereo not drawn)	?	.
COc1ccc(OCCCC(=O)OCC(=O)Nc2ccc(Cl)cn2)cc1	?	.
CSc1ccc(C(=O)C2CCCN(C(=O)Cn3cnnn3)C2)cc1 (stereo not drawn)	?	.
COc1ccc(N(C(=O)c2snc(C(N)=O)c2N)C(C(=O)NCc2ccc(F)cc2)c2ccc(C)o2)c(OC)c1 (stereo not drawn)	?	.
Cc1nn(C)c(Cl)c1CN1CCC(Oc2ccc(C(=O)N3CCCC3)cc2)CC1	i	-7.6
O=C(CN1C(=O)C2CC=CCC2C1=O)NCC1COc2ccccc2O1 (stereo not drawn)	4.5%	-2.7

Screens: PubChem, National Center for Advancing Translational Sciences (NCATS)

Not all compounds are listed (hit frequency here may not be typical).
